Screening data deposited in PubChem BioAssay by National Center for Advancing Translational Sciences (NCATS).
KB-3-1 cytotox = KB-3-1 parental cell cytotoxicity; KB-3-1 viability, CellTiter-Glo ATP luminescence, 72 h; Potency, µM (titrated, usually from 46.1 µM), for inactives: at the highest dose activity change, negative = cytotoxic, usual class: cytotoxic; actives 1.4% (n = 400,000); also: % is scaled to controls: 0 for no effect and ±100 for the full control effect; nearly all actives have a fitted effect of over 60% in size
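Luminescent ATP read-out (CellTiter-Glo) measures survival of drug-naive KB-3-1 cells after 72 h compound exposure at 37 °C. Titration series was screened from lowest to highest concentration, with DMSO vehicle plates as background controls.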
GLP1R inv ag = inverse agonists of human GLP-1 receptor | P43220 | HEK293 GLP-1R CRE-luciferase, luminescence, 24 h; GLP-1R form is constitutively active | Potency, µM (series often up to 38.3 µM), inactives show at the top dose activity change, negative = inhibition, most hits filed as inhibitors | actives 1.6% (n = 410,000); also: % is scaled to controls: 0 for no effect and ±100 for the full control effect; nearly all actives have a fitted effect of over 55% in size
Target sequence (P43220 whole entry, looked up): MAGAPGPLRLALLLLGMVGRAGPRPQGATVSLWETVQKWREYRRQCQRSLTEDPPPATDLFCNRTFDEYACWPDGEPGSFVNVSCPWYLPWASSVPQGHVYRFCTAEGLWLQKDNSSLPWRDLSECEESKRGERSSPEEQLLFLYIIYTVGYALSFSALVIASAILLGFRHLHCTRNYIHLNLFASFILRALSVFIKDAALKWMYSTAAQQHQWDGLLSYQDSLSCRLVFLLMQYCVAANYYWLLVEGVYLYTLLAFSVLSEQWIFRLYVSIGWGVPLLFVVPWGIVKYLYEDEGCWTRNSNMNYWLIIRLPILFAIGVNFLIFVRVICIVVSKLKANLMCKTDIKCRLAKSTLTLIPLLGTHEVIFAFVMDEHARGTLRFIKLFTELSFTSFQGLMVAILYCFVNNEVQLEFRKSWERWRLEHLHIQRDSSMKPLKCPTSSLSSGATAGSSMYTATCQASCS
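qHTS in 1536-well format: reporter HEK293 cells expressing constitutive GLP-1R activity in DMEM + 10% Nu serum, 24 hr with compounds at 37 deg C, luminescence read after 12 min with detection reagent.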
TDP-43 yeast inh = rescues yeast growth from TDP-43 toxicity. TDP-43 expressing yeast growth rescue, BacTiter-Glo, 24 h. Potency, µM (titrated, usually from 46.1 µM), inactives show top-dose growth rescue (activation), hits mostly activators. actives 1.8% (n = 410,000). AID 652104; also: % of control where 0% means no effect; nearly all actives have a fitted effect of over 50% in size
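Luminescence from BacTiter-Glo reports growth of TDP-43-expressing yeast after 24 hr at 30 deg C with compound. Cells were raffinose-pregrown to mid-log, then seeded in galactose medium at OD600=0.02.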
GLP1R cytotox = cytotoxic in the GLP-1 receptor inverse agonist counter-screen; HEK293 cAMP-luciferase reporter cells, luminescence, 24 h; Potency, µM (titrated, usually from 38.3 µM), for the others: top-dose activity change, negative = inhibition, usual class: inhibitors; actives 0.13% (n = 410,000); AID 624418;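 also: loss of luciferase light is scored as toxicity; % is scaled to controls: 0 for no effect and ±100 for the full control effect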
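Seeding density was 200 cells/uL; after overnight-length (12 h) culture, 23 nL compounds went on for 24 h at 37 °C. Readout used a luciferase detection reagent, luminescence taken after 12 min at room temperature.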
KB-V1 cytotox = kills drug-selected multidrug resistant KB-V1 cells. Potency, µM (series often up to 46.1 µM), without a hit: top-dose activity change, negative = cytotoxicity, most hits filed as cytotoxic. actives 3.4% (n = 400,000). AID 1347076. KB-V1 MDR cells viability, CellTiter-Glo, 72 h; also: % is scaled to controls: 0 for no effect and ±100 for the full control effect; nearly all actives have a fitted effect of over 60% in size
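qHTS viability screen in drug-selected KB-V1 MDR cells: 72 h compound treatment at 37 degrees C, ATP luminescence end point.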
GLP1R ag = GLP-1 receptor (human) agonism. P43220. HEK293 GLP-1R CRE-luciferase, luminescence, 4-6 h; cells express a hypersensitive GLP-1R form. Potency, µM (series often up to 45.6 µM), without a hit: at the top dose activation, actives largely listed as activators. actives 0.007% (n = 380,000); also: % of control where 0% means no effect
HT1080NT lethal = kills 2HG-producing HT-1080-NT fibrosarcoma cells | HT-1080-NT fibrosarcoma viability, CellTiter-Glo ATP luminescence, 48 h | Potency, µM (series often up to 46.1 µM), for inactives: top-dose activity, negative = less viability, hits mostly cytotoxic | actives 1.6% (n = 360,000) | AID 686970;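 also: NT is the 2HG producing partner of a matched IDH1 knockdown line; 0% = DMSO-treated cells and -100% = media-only wells without cells; nearly all actives have a fitted effect of over 55% in size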
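Viability of the 2HG-overproducing fibrosarcoma line after 48 hours of compound exposure at 37 degrees C was determined by luminescence with CellTiter-Glo, and concentration-effect curves were then fitted and categorized.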
SW480 rereplic = inducers of DNA re-replication in SW480 colon cancer cells; SW480 DNA re-replication, Hoechst DNA content imaging, 48 h; Potency, µM (highest dose often 46.1 µM), for the others: top-dose re-replication activation, most hits filed as activators; actives 1.8% (n = 340,000); AID 624297; also: % of control where 0% means no effect; nearly all actives have a fitted effect of over 55% in size
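Cells (250 per well) received 23 nL compound or DMSO by pin tool and were kept 48 hr at 37 C, 5% CO2. Nuclei were then stained with Hoechst for 40 min and scanned for DNA content.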
HT1080 IDH1KD tx = kills HT-1080 cells with IDH1 knockdown | actives 2% (n = 360,000) | HT-1080 IDH1 knockdown viability, ATP luminescence, 48 h | Potency, µM (top dose mostly 46.1 µM), for the others: top-dose activity, negative = toxicity, usual class: cytotoxic;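 also: 0% = DMSO wells and -100% = cell-free medium wells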
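In this qHTS, HT-1080 cells depleted of IDH1 are exposed for 48 h at 37 °C to compound titrations. Toxicity is scored from CellTiter-Glo luminescence, with DMSO as full viability and medium alone as none.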
Starred values were filed as active, the others as inactive; ? = inconclusive; . = no result given; [ ] = remark or other dose. Calls follow the shape of the dose curve; as a rule, active = well fitted curve in the direction sought with a large enough effect; inconclusive = small, poorly fitted or top-dose-only effect, or another doubt; inactive = no such curve, though single readings can be large; an effect the other way counts as inactive or inconclusive. Potency is read from the fitted curve at half-maximal effect.

Structure | KB-3-1 cytotox | GLP1R inv ag | TDP-43 yeast inh | GLP1R cytotox | KB-V1 cytotox | GLP1R ag | HT1080NT lethal | SW480 rereplic | HT1080 IDH1KD tx
Cc1ccccc1NC(=O)c1sc2nc(-c3cc4ccccc4oc3=O)[nH]c(=O)c2c1C | -7% | 4% | -4% | 14% | ? | . | . | . | .
CCCCC(=O)N/N=C(C)/C=C/c1ccccc1F | 14% | 79%[activator] | -4% | 6% | -11% | 21% | -4% | 7% | 0%
CCN(CC)c1ccc(CN(C(=O)c2cc(OC)c(OC)c(OC)c2)C2CCS(=O)(=O)C2)cc1 (stereo not drawn) | 16% | 0% | 4% | -29% | -4% | -11% | 4% | -1%[9.22 µM] | 2%
C[C@@H]1CN([C@@H](C)CO)C(=O)CCCn2nncc2CO[C@H]1CN(C)Cc1cccnc1 | 10% | 8% | 21% | -11% | 15% | 2% | 9% | . | 0%
CC1CCCC(C)N1C(=O)COC(=O)C(Cc1ccccc1)NC(=O)c1cccs1 (stereo not drawn) | -8% | 14% | 3% | 11% | 8% | -6% | -4% | 1% | 0%
COC(=O)C[C@@H]1CC[C@@H](NS(=O)(=O)c2ccccc2OC)[C@@H](CO)O1 | 1% | 5% | 16% | -3% | -1% | . | 18% | . | 13%
COc1cccc(/C=N/NC(=O)CCc2n[nH]c(=O)[nH]c2=O)c1O | 0% | 20% | -17% | 22% | -11% | 4% | -7% | . | -2%
CC(C)Oc1ccc(CNCCC2(C(C)C)CCOC(C)(C)C2)cc1 (stereo not drawn) | ? | -12% | 0% | -20% | ? | 1% | -1% | ? | -13%
COc1ccccc1CC(=O)N1CCCC(CCC(=O)NCc2ccccc2F)C1 (stereo not drawn) | 0% | -33% | 9% | -23% | -1% | 3% | -1% | 4% | -5%
CC1(C)Cc2nc3nc(SCC(=O)Nc4ccccc4)nc(N)c3cc2CO1 | -5% | 86%[activator] | 18% | -13% | 7% | 16% | -5% | -56%[inhibitor] | -10%
NC(c1ccncc1)c1ccc(Cl)cc1 (stereo not drawn) | 3% | 1% | 4% | -5% | 8% | -4% | -2% | . | -2%
CCOC(=O)c1cc2c(=O)n3ccccc3nc2n(Cc2ccc(Cl)cc2)c1=N | 12% | 8% | -14% | 42%[activator] | -13% | 8% | -1% | 2.1µM* | 3%
O=C(NCC1CCCN(C(=O)c2cscn2)C1)c1ccccc1Cl (stereo not drawn) | -4% | 28% | -12%[0.397 µM] | 7% | 6% | 3% | 20% | -1% | 21%
COc1cc(NC(=O)C2CC(c3cccc(OC)c3OC)=NO2)cc(OC)c1OC (stereo not drawn) | ? | 2% | -10% | -3% | 0% | 1% | ? | ? | ?
O=C1CCN(S(=O)(=O)c2ccc(Br)cc2)CCN1 | 21% | -10% | -1%[9.22 µM] | -1% | 1% | 0% | 7% | -4% | 14%
CC(=O)c1cccc(NC(=O)c2noc3c2CC(C)CC3)c1 (stereo not drawn) | 2% | 18% | ? | -6% | -20% | . | . | . | .
Cc1cc(C)nc(SCCC(=O)Nc2cccc3ccccc23)n1 | -4% | 7% | ? | 2% | 3% | 2% | -1% | 2% | 1%
CCC(=O)N1CCN(c2nc3ccccc3s2)CC1 | ? | 4% | 14% | 4% | -14% | 1% | -9% | 0% | -10%
Clc1ccc(-c2nnc(CSc3nnc(-c4cccs4)o3)o2)cc1 | 18% | 5% | 12% | -1% | 23% | 0% | 13% | 3% | 11%
CCOc1ccc(S(=O)(=O)NCc2ccc(Cl)cc2)c2cccnc12 | 1% | 34%[activator] | 1% | -8% | -4% | 30% | -6% | ? | -10%
CCN1CCN(C(=S)Nc2cc(C(=O)OC)ccc2C(=O)OC)CC1 | 0% | 13% | 0% | 19% | -19% | 2% | -4% | 4% | -5%
Cc1cccc(Cl)c1NC(=O)N1CCCN(c2nc3ccc(Cl)cc3s2)CC1 | ? | ? | 20µM* | -15% | ? | -8% | ? | 1% | -23%
Cn1cc(CN2CCC(C(=O)NC(c3ccc(F)cc3)c3ccc4ccccc4n3)CC2)c2ccccc21 (stereo not drawn) | ? | ? | -1% | ? | ? | -12% | 23µM* | . | 16µM*
CC1(C)CC(=O)C(C=Nc2ccccc2Sc2ccccc2)=C(O)C1 | 10% | ? | 24% | -16% | 28% | -2% | -8% | 2% | -11%
COC(=O)c1ccc(C(=O)OC)c(NC(=O)C2CCCO2)c1 (stereo not drawn) | 8% | 32%[activator] | 7% | -8% | ? | 16% | 9% | -1% | 11%

4 compounds from above with just GLP1R ag and HT1080NT lethal.
compound	GLP1R ag	HT1080NT lethal
NC(c1ccncc1)c1ccc(Cl)cc1 (stereo not drawn)	-4%	-2%
CCOC(=O)c1cc2c(=O)n3ccccc3nc2n(Cc2ccc(Cl)cc2)c1=N	8%	-1%
O=C(NCC1CCCN(C(=O)c2cscn2)C1)c1ccccc1Cl (stereo not drawn)	3%	20%
COc1cc(NC(=O)C2CC(c3cccc(OC)c3OC)=NO2)cc(OC)c1OC (stereo not drawn)	1%	?

The list goes on.
Structure | KB-3-1 cytotox | GLP1R inv ag | TDP-43 yeast inh | GLP1R cytotox | KB-V1 cytotox | GLP1R ag | HT1080NT lethal | SW480 rereplic | HT1080 IDH1KD tx
CCN(CC)C(=O)Cn1cc(S(=O)(=O)Cc2cccc([N+](=O)[O-])c2)c2ccccc21 | 6% | -14% | -10% | -8% | -14% | 8% | 22% | 7% | 28%
Cc1c(C)c2c(OCC(=O)N[C@@H](CC(C)C)C(=O)O)cc3c(c2oc1=O)CCC(C)(C)O3 | -7% | 30% | -10% | 4% | -9% | 6% | ? | 7% | 0%
CC1CC(C)CN(CCCNC(=O)c2ccc(N3CCCC3=O)cc2)C1 (stereo not drawn) | -1% | -3% | 14% | 1% | ? | 5% | 3% | -5% | 8%
CC(=O)Nc1sc(NC(=O)c2ccc([N+](=O)[O-])cc2)nc1-c1cccs1 | 0% | 1% | -2% | -6% | -12% | -1% | -4% | -18% | 14%
COCC(COS(N)(=O)=O)Cc1ccccc1 (stereo not drawn) | ? | 3% | 0% | 10% | 9% | -1% | 3% | -2% | 1%
N#CC(Cc1ccccc1)(Cc1ccccc1)C(=O)NN | 3% | 15% | 5% | 16% | -5% | 0% | 7% | -11% | 15%
Cc1cccc(C)c1NC(=O)Nc1csc2c1CCCC2 | 0% | 23% | 11% | -28% | 10% | . | . | . | .
CN(C)c1ccc(C2/C(=C(/O)c3ccccc3)C(=O)C(=O)N2CCCC(=O)O)cc1 (stereo not drawn) | 0% | 21% | 0% | -14% | -3% | 0% | 20% | -67% | -1%
Cc1ccc(N(CC(O)Cn2c3ccccc3c3ccccc32)S(C)(=O)=O)c(C)c1 (stereo not drawn) | 23µM* | -1% | 0% | -20% | 13µM* | 1% | 18µM* | 5% | ?
CN(c1ccccc1)S(=O)(=O)c1ccc(NC(=O)c2ccccc2C(=O)O)cc1 | 0% | 13% | -5% | 0% | 8% | 2% | 0% | -8% | 18%
COc1ccc(-c2nc3ccc(C)cn3c2CC(C)(C)C)cc1OC | 0% | ? | 18% | -5% | 7% | -1% | -15% | . | ?
CC1(C(=O)O)CCC(C(=O)Nc2ccccc2)C1(C)C (stereo not drawn) | -7% | 7% | 6% | 9% | -2% | -2% | 10% | 5% | 8%
CN1C(=S)SC(C)(NO)C1(C)C (stereo not drawn) | 0% | 0% | -16% | 12% | 2% | -10% | 7% | 1% | 7%
O=C(CN1CCOCC1)NCCc1ccccc1 | 6% | 8% | 11% | 18% | 0% | -1% | 26% | -8% | 11%
C/C(=N/NS(=O)(=O)c1ccc(Cl)cc1)c1ccncc1 | 11% | 3% | 16% | 2% | ? | -2% | 1% | -26% | 3%
Cc1ccc(-c2csc(CC(N)=O)n2)cc1 | 8% | 18% | -3% | -10% | 11% | -2% | 13% | -9% | 9%
Cc1ccc(OCCCNC2CCCC2)cc1 | 3% | 0% | 9% | 1% | 7% | -5% | -13% | 1% | -9%
COc1cc(NC(=O)c2ccccc2)c(OC)cc1NC(=O)CSc1[nH]c(=O)cc(C)c1C#N | ? | -15% | 2% | -13% | -19% | 21% | ? | ? | ?
CC(=O)Nc1ccc(OS(=O)(=O)c2cc(Cl)ccc2C)cc1 | -1% | 8% | 17% | 7% | 8% | 17% | -4% | -41%[inhibitor] | -5%
CC(C)(C)C(=O)COC(=O)C1CC(=O)N(c2ccccc2)C1 (stereo not drawn) | 5% | 16% | 8% | -5% | ? | 1% | -3% | 0% | -4%
O=C(Nc1nccs1)C1CCN(S(=O)(=O)c2cnc[nH]2)CC1 | -1% | 33%[activator] | 8% | -2% | ? | 0% | 13% | -5% | 14%
CN(CC(=O)Nc1ccccc1C(=O)N1CCCC1)S(=O)(=O)c1ccc(Cl)cc1 | 1% | 7% | -13% | 1% | 7.3µM* | 0% | 8% | -2% | -1%
CC(NC(=O)/C=C/c1ccco1)c1nc2ccccc2n1Cc1c(Cl)cccc1Cl (stereo not drawn) | -5% | -4% | ? | -6% | -26% | -1% | -3% | 2% | 0%

3 of the entries above in order of the GLP1R ag value, largest number first:
mol	GLP1R ag
O=C(Nc1nccs1)C1CCN(S(=O)(=O)c2cnc[nH]2)CC1	0%
CC(NC(=O)/C=C/c1ccco1)c1nc2ccccc2n1Cc1c(Cl)cccc1Cl (stereo not drawn)	-1%
Cc1ccc(-c2csc(CC(N)=O)n2)cc1	-2%

Compounds as they come, and some 9.4% of all compounds hit somewhere here.
